Screening results (PubChem BioAssay)
KB-V1 cytotox: KB-V1 MDR subline cytotoxicity | KB-V1 MDR cells viability, CellTiter-Glo, 72 h | Potency, µM (series often up to 46.1 µM), inactives show at the highest dose activity change, negative = cytotoxicity, most hits filed as cytotoxic | 400,000 compounds, 3.4% hits; further: potency means the concentration at half of the fitted maximal effect; on the % scale 0 is the no-effect control and ±100 the full control effect; nearly all actives have a fitted effect of over 60% in size
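Readout: CellTiter-Glo luminescence, 10 min after addition. Cells: KB-V1 MDR subline, 72 h at 37 degrees C with compound. Analysis: corrected, normalized data fitted to concentration-effect curves.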
SW480 rerep: inducers of DNA re-replication in SW480 colon cancer cells | AID 624297 | Potency, µM (highest dose often 46.1 µM), inactives show at the highest dose re-replication activation, usual class: activators | SW480 DNA re-replication, Hoechst DNA content imaging, 48 h | 340,000 compounds, 1.8% hits; further: potency means the concentration at half of the fitted maximal effect; % of control where 0% means no effect; nearly all actives have a fitted effect of over 55% in size
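DNA re-replication was detected as more nuclei of elevated Hoechst intensity after 48 hr exposure to compound (23 nL pinned per well of 250 cells).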
IL-1B inflam inh: inflammasome signaling inhibition, IL-1 beta readout; activity change, % at 57.5 µM; 360,000 compounds, 4.7% hits; THP-1 LPS/ATP IL-1B secretion, AlphaLISA, 16 h; active compounds read low; AID 743279; in the data active means activity change below about -50%; inconclusive means mostly about -30% to -49%; further: on the % scale 0 is the no-effect control and ±100 the full control effect
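THP-1 cells pretreated 1 hr with compounds (up to 57.5 uM final), then stimulated with LPS (250 ng/mL final) plus ATP (1.25 mM final); secreted IL-1B measured by AlphaLISA after 16 hr, decreased signal indicating inhibition.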
ATXN2 expr inh: inhibitors of ATXN2 expression | HEK-293 ATXN2-luciferase reporter, luminescence, 24 h | 360,000 compounds, 0.72% hits | Potency, µM (top dose mostly 57 µM), inactives show at the highest dose activity change, negative = inhibition, usual class: inhibitors; further: potency means the concentration at half of the fitted maximal effect; on the % scale 0 is the no-effect control and ±100 the full control effect; nearly all actives have a fitted effect of over 55% in size
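ATXN2-luciferase reporter cells (luciferase flanked by upstream and downstream ATXN2 gene portions) were treated 24 h at 37 °C with compounds at up to 57 uM. SteadyGlo luminescence gave expression; GF-AFC fluorescence gave viability.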
ATXN viability: viability counter-screen for ATXN expression inhibitors; S2 cells (HEK-293 line with an ATXN2-luciferase reporter) viability, CellTiter-Fluor protease fluorescence, 24 h; AID 651635; 400,000 compounds, 0.49% hits; Potency, µM (highest dose often 56.7 µM), hits mostly cytotoxic; further: potency means the concentration at half of the fitted maximal effect; nearly all actives have a fitted effect of over 40% in size
HT1080-NT tox: kills 2HG-producing HT-1080-NT fibrosarcoma cells | Potency, µM (top dose mostly 46.1 µM), without a hit: at the highest dose activity, negative = less viability, actives largely listed as cytotoxic | HT-1080-NT fibrosarcoma viability, CellTiter-Glo ATP luminescence, 48 h | 360,000 compounds, 1.6% hits | AID 686970;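 further: NT is the 2HG producing partner of a matched IDH1 knockdown line; potency means the concentration at half of the fitted maximal effect; 0% = DMSO-treated cells and -100% = media-only wells without cells; nearly all actives have a fitted effect of over 55% in size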
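Fibrosarcoma NT cells, 750 per well in 5% FBS RPMI, were exposed to compound for 48 hours. Viability: CellTiter-Glo luminescence.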
HT1080 IDH1KD tx: kills HT-1080 cells with IDH1 knockdown; 360,000 compounds, 2% hits; Potency, µM (series often up to 46.1 µM), without a hit: at the top dose activity, negative = toxicity, usual class: cytotoxic; HT-1080 IDH1 knockdown viability, ATP luminescence, 48 h;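 further: potency means the concentration at half of the fitted maximal effect; 0% = DMSO wells and -100% = cell-free medium wells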
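CellTiter-Glo luminescence after 48 h compound exposure at 37 degrees C of IDH1-knockdown HT-1080 cells in 5% FBS RPMI. %Activity scaled between DMSO wells and cell-free media wells, with curves fitted and assigned curve classes.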
KB-3-1 tox: KB-3-1 parental cell cytotoxicity | KB-3-1 viability, CellTiter-Glo ATP luminescence, 72 h | Potency, µM (doses to about 46.1 µM), inactives show at the top dose activity change, negative = cytotoxic, usual class: cytotoxic | 400,000 compounds, 1.4% hits | AID 1347075; further: potency means the concentration at half of the fitted maximal effect; on the % scale 0 is the no-effect control and ±100 the full control effect; nearly all actives have a fitted effect of over 60% in size
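Cytotoxicity in the drug-sensitive parental line KB-3-1 was scored as loss of CellTiter-Glo luminescence following 72 h incubation with compound. Values come from curve fitting of normalized concentration-response data.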
MCF10A rerep: inducers of DNA re-replication in MCF 10A breast cells | MCF 10A DNA re-replication, Hoechst nuclear intensity, 48 h | Potency, µM (top dose mostly 46.1 µM), inactives show top-dose activity, positive = re-replication, usual class: activators | 350,000 compounds, 2.9% hits | AID 624296; further: potency means the concentration at half of the fitted maximal effect; % of control where 0% means no effect; nearly all actives have a fitted effect of over 50% in size
Starred values were filed as active, the others as inactive; i = inactive; ? = inconclusive; nt = no result given; & = joins results of further samples; [ ] = another dose, or the depositor's remark. Unless noted, the call rests on the fitted dose curve; in most records, active means well fitted curve in the direction sought with a large enough effect; inconclusive means small, poorly fitted or top-dose-only effect, or another doubt; inactive means no such curve, though single readings can be large; an effect the other way counts as inactive or inconclusive.

SMILES | KB-V1 cytotox | SW480 rerep | IL-1B inflam inh | ATXN2 expr inh | ATXN viability | HT1080-NT tox | HT1080 IDH1KD tx | KB-3-1 tox | MCF10A rerep
Cc1nn(S(=O)(=O)c2cccs2)c(C)c1Sc1ccc([N+](=O)[O-])cc1 | ? | ? | -7 | -31% | i | -10% | ? | ? | ?
O=C(NCCCN1CCOCC1)c1cn(-c2ccccc2)nc1-c1cccs1 | 0% | -3% | -3 | -8% | i | -2% | 4% | 3% | -5%
CC(C)(C)NC(=O)Cn1c(SCC(=O)NC2CCCCC2)nc2ccccc21 | -3% | -19% | 9 | 7% | ? | -1% | 1% | 0% | -4%
COc1ccc(C)cc1Nc1nc(-c2cccc(Cl)c2)c2c(n1)-c1ccccc1OC2 | 5% | nt | nt | 10% | i | nt | nt | 5% | nt
Cc1ccc(Cn2c(=S)[nH]c3ccc(N4CCOCC4)cc3c2=O)o1 | ? | 23µM* | ? | 18% | i | 1% | 1% | ? | ?
COc1ccc(NC(=O)CSc2cn[nH]n2)cc1OC | 23% | 19% | -5 | -11% | i | 2% | 3% | -6% | 5%
CON(C)C(=O)/C=C/CCCCNC(=O)OC(C)(C)C | 1% | -16% | 14 | -1% | i | -6% | -5% | 3% | -1%
COC(=O)CNC(=O)C1CCN(C(=O)OCc2ccccc2)CC1 | 7% | -5% | -20 | ? | i | 14% | 6% | 1% | 0%
Fc1ccc(-c2nc(-c3cnccn3)no2)c(Cl)c1 | -6% | ? | -2 | -25% | i | 0% | 6% | -6% | ?
CCOC(=O)c1c(NC(=O)COc2ccccc2)sc(C(C)=O)c1C | ? | nt | nt | 7% | i | nt | nt | 1% | nt
O=C(NCC1CCCO1)C(c1cccs1)N(C(=O)c1ccc(CN2CCOCC2)o1)c1ccc(Cl)cc1 (configuration not stated) | 3% | -52% | -12 | 4% | i | 13% | 17% | 25% | -1%
CN(CCO)CC(O)Cn1cnc2c1c(=O)n(C)c(=O)n2C (configuration not stated) (tested in a mixture with another compound) | 12% | 1%&7%&2% | 9 | 5% | i | 26% | 4% | 0% | 10%&-7%&2%
O=C(O)c1cccc(-c2ccc(/C=N/Nc3ccc([N+](=O)[O-])cc3)o2)c1 | 13% | ? | -7 | 9% | i | -23% | -16% | 18% | 18µM*
CN(C)C(=O)COC(=O)c1ccccc1Sc1ccccc1C#N | ? | -3% | 26 | -21% | i | 10% | 2% | 2% | ?
COc1cc(F)ccc1-c1cc(C(=O)NCc2cccc(Cl)c2)[nH]n1 | 0% | nt | ? | ? | ? | 7% | -5% | 0% | nt
CCCc1ccc2oc(C(=O)N3CCC(COC)C3)c(C)c2c1 (configuration not stated) | -21% | 1% | -18 | 60%[activator] | i | -1% | -5% | 0% | 4%
CCC(CC)n1c(C)cc(=O)n1C(CC)CC | -28% | -1% | 7 | 5% | ? | 16% | 19% | 8% | -3%
CC(=O)c1ccc(NS(=O)(=O)c2ccc(Br)s2)cc1 | 0% | nt | nt | 24% | i | nt | nt | 25% | nt
CC(C)CO/C(=N/S(=O)(=O)c1ccccc1)c1ccccc1 | 0% | -9% | -16 | -8% | i | 2% | 2% | -1% | -3%
C=CCNC(=O)c1ccc2c(=O)n(Cc3ccccc3OC)c(=S)[nH]c2c1 | -17% | -12% | -1 | nt | i | -12% | 0% | -1% | -4%
O=C(CSc1nc2ccccc2c(=O)n1-c1ccccc1)NCc1ccco1 | 13µM* | -8% | -13 | 4% | ? | -3% | 1%[9.24 µM] | ? | 1%
CC(NC(=O)C1CCN(C(=O)[C@@H]2Cc3ccccc3CN2C(=O)OC(C)(C)C)CC1)c1ccccc1 (some centres not stated) | 0% | -3% | 1 | 2% | ? | -5% | -1% | 15% | 1%
CCOC(=O)C(Oc1ccc(=O)n(-c2ccccc2)n1)C(C)=O (configuration not stated) | 1% | -2% | -5 | -5% | i | -17% | -3% | -15% | ?
O=C(O)c1cccc(Nc2ncnc3sccc23)c1 | ? | -6% | 25 | -37% | i | 0% | -5% | -8% | 0%
CCNC(=O)c1cc2c(c(-c3cccc(-c4ccccc4F)c3)n1)[C@H](CCO)N(C(=O)CC)C2 | 18µM* | nt | 38 | ? | i | ? | ? | ? | nt
CCOc1ccccc1NC(=O)CCn1nc(C)c(S(=O)(=O)N2CCCCC2)c1C | -20% | -1% | 4 | -4% | i | -2% | 7% | 5% | -8%
O=C(CCn1c(=O)oc2ccccc21)Nc1cccc([N+](=O)[O-])c1 | -29% | 2% | 5 | -5% | i | 0% | -3% | 8% | 1%
CN(C(=O)c1ccc2c(c1)S(=O)(=O)N=C1CCCCCN12)c1ccccc1 | 6% | ? | -11 | -8% | i | -1% | 2% | -10% | ?
COC(=O)[C@]1(C)CCC[C@@]2(C)C3CC[C@]4(OC(C)=O)C[C@@]3(CCC21)CC4=O (some centres not stated) | -2% | 1% | 24 | 0% | i | -2% | 0% | -5% | ?
CN(C)CCNC(=O)c1cc2c(s1)-c1ccccc1OC2 | 0% | 6% | -23 | -34% | i | ? | ? | -3% | ?
Cc1c(C(=O)N2CCc3ccccc3C2)oc2ccccc12 | -10% | 7% | 29 | 32% | i | 0% | 0% | 2% | ?
CC(C)(C)c1ccc(OCC(=O)N/N=C/C2CC=CCC2)cc1 (configuration not stated) | -3% | 0% | -8 | 17% | i | -2% | -18% | -18% | 1%
CC(=O)OCC(=O)[C@@]1(O)CC[C@H]2[C@@H]3CCC4=CC(=O)C=C[C@]4(C)[C@H]3[C@@H](O)C[C@@]21C | -1% | -3%&8% | ? | -11%&-8% | i | ? | ? | 0% | 4%&-2%
Cc1ccc(C)c(/C(O)=C2/C(=O)C(=O)N(CCN3CCOCC3)C2c2ccco2)c1 (configuration not stated) | 1% | 0% | 27 | -6% | i | 14% | 5% | -4% | 0%
COc1ccc(/C=C2\CCCC3C2=NN(C(=O)c2scnc2C)C3c2ccc(OC)c(OC)c2)cc1OC (configuration not stated) | 15% | 22% | 58 | -14% | ? | 5% | 3% | -6% | 0%
COCCCNC(=O)c1cccc2c(-c3ccc(O)c(OC)c3)coc12 | ? | nt | 3 | 26% | i | -6% | -17% | -21% | nt
CC1=C(C(=O)OCc2ccccc2)C(c2cccc(Cl)c2Cl)NC(=O)N1CCCCCC(=O)O (configuration not stated) | -4% | -15% | 69 | 10% | i | 13% | 10% | 0% | 3%
COC(=O)c1ccc2nc(-c3ccc(Cl)cc3)c(CC3CCCCC3)n2c1 | 16µM* | nt | 53 | 19% | i | 11% | 13% | ? | nt
COc1ccc(S(=O)(=O)N(C)c2ccc(C(=O)Nc3cccnc3)cc2)cc1OC | ? | -23% | i | 18% | i | 5% | 9% | ? | -2%
CCc1ccc(Nc2n[n+](C)c(-c3ccncc3)s2)cc1 | -5% | 13% | 37 | 3% | i | -15% | 0% | ? | 6%
CCCCCCn1c(CN2CCCCC2C)nc2c1c(=O)n(C)c(=O)n2C (configuration not stated) | -24% | ? | -27 | ? | i | -3% | 6%[9.24 µM] | -12% | ?
CCN1C(=O)[C@H]2[C@@H](c3ccc(C)cc3)N3C(=O)N(c4cccc(F)c4)C(=O)[C@@]3(C)[C@H]2C1=O | ? | -37%[inhibitor][9.22 µM] | 1 | 12% | i | 18% | 0% | 1% | 0%
COc1ccc(CNCCC(c2ccccc2)C2CCOC(C)(C)C2)cc1 (configuration not stated) | ? | 0% | -81* | -11% | i | -17% | -36% | -2% | 2%
O=[N+]([O-])c1cccc2ncccc12 | 8% | -3% | -11 | 2% | i | 3% | 17% | -1% | 2%
Cc1ccc2c(c1)/C(=N/OC(=O)c1ccc(F)cc1)CCS2 | -5% | -6% | 7 | -3% | i | 10% | 3% | 2% | 17%
O=C(c1ccc2c(=O)n(CCc3ccccc3)c(=O)[nH]c2c1)N1CCN(c2ccc(Cl)cc2)CC1 | -13% | nt | nt | -20% | ? | nt | nt | -8% | nt
CCCCOc1ccc(Cl)cc1CSc1nncn1N | 0% | -15% | -10 | -11% | i | -2% | ? | 2% | 1%
Cc1ccc(S(=O)(=O)N2CCCC2)cc1C(=O)NCC(C)(C)N1CCOCC1 | 9% | -1% | 5 | -1% | i | 8% | 14% | 7% | -2%
NCCNc1ccc([N+](=O)[O-])c(Sc2nc3ccccc3[nH]2)c1 | -2% | 12% | -6 | -37% | ? | 0% | -21% | -3% | -35%[inhibitor]
CCOc1ccc(C2c3c(-c4ccccc4O)n[nH]c3C(=O)N2Cc2cccnc2)cc1OC (configuration not stated) | ? | nt | nt | -1% | ? | nt | nt | 9% | nt
CCc1ccc(S(=O)(=O)/N=C2\C=C(Nc3ccc(O)cc3)C(=O)c3ccccc32)cc1 | ? | 5.8µM* | -103* | 3.5µM* | 7.1µM* | 2.9µM* | 2.9µM* | 2.9µM* | 3.7µM*
COc1cccc(CNC(=O)CCC2CCCN(C(=O)c3ccc(OC)c(F)c3)C2)c1 (configuration not stated) | -7% | -1% | 40 | nt | i | 2% | 0% | 1% | -2%
CC1CC(=O)Nc2ccccc2N1C(=O)CSc1nnnn1C (configuration not stated) | ? | 0% | 10 | 2% | i | 1% | 5% | 14% | 2%

This is a random part of the collection. Share with any hit: about 11%.
